Source: PubChem (several laboratories)
AGP1 TOR yeast = modulators of AGP1-GFP expression in yeast TOR pathway, primary screen, cell-based, multiplex flow cytometry, S. cerevisiae, MLPCN library; 3 h; GFP as percent of DMSO wells; GFP response vs DMSO, % at 10 µM; hit rate 0.02% among 320,000; AID 2066, 2009;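 active means GFP response relative to DMSO above a set limit, near screen average plus 3 SD, cut at about 150% in these data; inconclusive means fewer than 70 cells counted for the yeast strain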;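 further: median GFP channel fluorescence of the gated AGP1 strain per well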
LAP4-GFP MLPCN = modulators of LAP4-GFP expression in yeast, primary screen, S. cerevisiae, multiplex flow cytometry, MLPCN library | hit rate 0.34% among 320,000 | GFP response vs DMSO, % at 10 µM | 3 h; median GFP as percent of DMSO wells;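 active means GFP response vs DMSO above a set limit, about the screen mean plus 3 SD, cut at about 150% in these data; inconclusive means under 70 cell events counted for the yeast strain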
procasp7 counter = procaspase-7 activators, primary screen, counter-screen for procaspase-3 activator project, biochemical, absorbance, HTS, human | Caspase-7 (Homo sapiens), P55210 | recombinant procaspase-7, Ac-DEVD-pNA absorbance 405 nm; D23A/D198A/D206A triple mutant, cannot self-cleave; scale: DMSO 0, 5 µM enzyme 100 | activation, % at 8.5 µM | hit rate 0.093% among 330,000 | AID 463210, 2010;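 active means percent activation above the screen-wide mean plus 3 SD, cut at about 25% in these data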
Target sequence (P55210 whole entry D23A/D198A/D206A): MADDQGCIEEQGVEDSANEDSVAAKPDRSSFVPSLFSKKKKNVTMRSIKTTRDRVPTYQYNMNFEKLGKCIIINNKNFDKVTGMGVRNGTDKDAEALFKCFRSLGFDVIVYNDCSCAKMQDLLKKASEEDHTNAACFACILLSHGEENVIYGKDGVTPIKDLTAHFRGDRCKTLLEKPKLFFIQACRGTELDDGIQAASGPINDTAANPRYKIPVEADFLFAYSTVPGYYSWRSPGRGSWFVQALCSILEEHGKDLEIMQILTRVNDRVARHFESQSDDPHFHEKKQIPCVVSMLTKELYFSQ
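System: Procaspase-7 triple mutant (PC-7 D3A); measure: % activation from two-timepoint absorbance difference, scaled to controls; times: 1 h compound preincubation, 2 h substrate cleavage, 25 °C; also added: Ac-DEVD-pNA substrate, 400 µM as added; measured by: Epi-absorbance of released pNA at 405 nm, two timepoints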
CIT2-GFP yeast = modulators of CIT2-GFP expression in yeast, primary screen, S. cerevisiae, GFP fusion, multiplex flow cytometry, MLPCN library. GFP response vs DMSO, % at 10 µM. hit rate 0.065% among 320,000. AID 2029, 2009. S. cerevisiae CIT2-GFP strain, 3 h; 100 means same as DMSO wells;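 active means GFP response relative to DMSO above a set limit, near the screen mean plus 3 SD, cut at about 150% in these data; inconclusive means Fewer than 70 cells measured for a yeast strain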;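 further: ratio of well median GFP fluorescence to mean of DMSO wells on the plate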
proCasp3 act = activators of human procaspase-3 D3A mutant, primary screen, biochemical, absorbance, PC-3 D3A mutant, single concentration | Caspase-3 (Homo sapiens), P42574 | recombinant procaspase-3 D3A, Ac-DEVD-pNA absorbance 405 nm | activation, % at 8.5 µM | hit rate 0.11% among 330,000 | AID 463141, 2010;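 active means activation above the mean of all tested compounds plus 3 SD, cut at about 21% in these data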;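 further: 0% = DMSO alone and 100% = DMSO wells spiked with extra 5 µM PC-3 D3A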
Target sequence (P42574 whole entry D9A/D28A/D175A): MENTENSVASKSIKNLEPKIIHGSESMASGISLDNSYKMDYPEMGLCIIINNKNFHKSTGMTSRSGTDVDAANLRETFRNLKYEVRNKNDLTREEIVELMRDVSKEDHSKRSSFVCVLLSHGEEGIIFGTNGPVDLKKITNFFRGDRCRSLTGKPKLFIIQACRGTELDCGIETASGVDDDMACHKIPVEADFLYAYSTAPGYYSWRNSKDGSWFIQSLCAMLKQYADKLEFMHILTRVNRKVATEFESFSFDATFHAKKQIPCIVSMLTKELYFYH
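Technique: 405 nm absorbance of p-nitroaniline, reads at 0 and 120 min; Test system: Procaspase-3 D3A mutant; Incubation: 1 h enzyme-compound preincubation, then 2 h substrate reaction, 25 °C; Repeats: singlicate, each compound tested once; Benchmarks: low control DMSO wells, high control DMSO plus 5 µM PC-3 D3A.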
AHR act = AHR activators, primary screen, cell-based, luminescence, luciferase reporter, human | AHR-responsive luciferase reporter cells | Aryl hydrocarbon receptor (Homo sapiens), P35869 | activation, % at 5 µM | hit rate 2.5% among 320,000; in the data active means activation above about 47%;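 further: 0% = vehicle wells and 100% = reference agonist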
MEP2 TOR yeast = modulators of MEP2-GFP levels in yeast, primary screen, S. cerevisiae, multiplex flow cytometry, MLPCN library. S. cerevisiae MEP2-GFP strain, 3 h; 100% = DMSO control level. GFP response vs DMSO, % at 10 µM. hit rate 0.51% among 330,000. AID 2016, 2009;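 active means GFP response versus DMSO above a set limit, roughly screen mean plus 3 SD, cut at about 180% in these data; inconclusive means fewer than 70 cells counted for a yeast strain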;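 further: median GFP fluorescence of the barcode-gated MEP2-GFP cells per well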
RPL19A-GFP yeast = RPL19A-GFP expression modulators in yeast, primary screen, cell-based, S. cerevisiae, multiplex flow cytometry, MLPCN; S. cerevisiae RPL19A-GFP strain, 3 h; active compounds read low; percent response vs DMSO, % at 10 µM; hit rate 0.3% among 330,000; AID 2025, 2009;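 active means percent response vs DMSO below 50%; inconclusive means fewer than 70 events counted for the yeast strain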;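 further: median channel GFP fluorescence of the barcoded RPL19A-GFP strain; ratio of sample median GFP to plate DMSO average so 100% = DMSO; lower means less RPL19A-GFP as with rapamycin TOR inhibition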
Numbers without * were called inactive; [ ] = remark or other dose.

`CCOc1cc(C(=O)N/N=C/c2ccsc2)cc(OCC)c1OCC` gave AGP1 TOR yeast 95, LAP4-GFP MLPCN 86, procasp7 counter -5, CIT2-GFP yeast 93, proCasp3 act 2, AHR act 32, MEP2 TOR yeast 100 and RPL19A-GFP yeast 101.
`CCCCN(C(=O)C1CC(=O)N(c2ccc(OC)cc2OC)C1)c1c(N)n(CC(C)C)c(=O)[nH]c1=O` (configuration not stated) gave AGP1 TOR yeast 95, LAP4-GFP MLPCN 93, procasp7 counter 10, CIT2-GFP yeast 98, proCasp3 act -9, AHR act 2, MEP2 TOR yeast 90 and RPL19A-GFP yeast 94.
`O=C(c1ccccc1)N1CCN(C(=O)c2ccc3c(c2)OCCO3)CC1` gave AGP1 TOR yeast 98, LAP4-GFP MLPCN 99, procasp7 counter -7, CIT2-GFP yeast 97, proCasp3 act -3, AHR act 4, MEP2 TOR yeast 109 and RPL19A-GFP yeast 107.
Screening Cc1cc(C2=NNC(=Nc3ccc(S(=O)(=O)N4CCOCC4)cc3)SC2)c(C)n1C returned AGP1 TOR yeast 99, LAP4-GFP MLPCN 102, procasp7 counter -2, CIT2-GFP yeast 91, proCasp3 act -6, AHR act 2, MEP2 TOR yeast 98 and RPL19A-GFP yeast 102.
CCc1ccccc1NS(=O)(=O)Cc1ccccc1 was read as AGP1 TOR yeast 91, LAP4-GFP MLPCN 90, procasp7 counter 8, CIT2-GFP yeast 103, proCasp3 act -8, AHR act -3, MEP2 TOR yeast 104 and RPL19A-GFP yeast 100.
Screening CCOc1ccc(S(=O)(=O)N2CCOCC2)cc1NC(=O)CSCC(=O)Nc1ccc(C)cc1 returned AGP1 TOR yeast 106, LAP4-GFP MLPCN 96, procasp7 counter 3, CIT2-GFP yeast 108, proCasp3 act -7, AHR act 1, MEP2 TOR yeast 101 and RPL19A-GFP yeast 101.
`CCC(C)Sc1nnc(CNC(=O)C23CC4CC(CC(C4)C2)C3)n1C1CCCCC1` (configuration not stated) gave AGP1 TOR yeast 96, LAP4-GFP MLPCN 98, procasp7 counter 4, CIT2-GFP yeast 96, proCasp3 act -5, AHR act -3, MEP2 TOR yeast 100 and RPL19A-GFP yeast 100.
For Cc1c(C(=O)N2CCCCC2)sc(NC(=O)c2ccco2)c1C#N the results were AGP1 TOR yeast 100, LAP4-GFP MLPCN 99, procasp7 counter -1, CIT2-GFP yeast 105, proCasp3 act -2, AHR act -1, MEP2 TOR yeast 105 and RPL19A-GFP yeast 103.
Screening CCn1c(SCC(=O)N(C)C)nc2cc(S(=O)(=O)N3CCCCC3)ccc21 returned AGP1 TOR yeast 107, LAP4-GFP MLPCN 102, procasp7 counter 1, CIT2-GFP yeast 110, proCasp3 act 3, AHR act -1, MEP2 TOR yeast 99 and RPL19A-GFP yeast 96.
For COc1ccccc1CNC(=O)CN1C(=O)CSc2ccc(S(=O)(=O)N3CCCC3)cc21 the results were AGP1 TOR yeast 99, LAP4-GFP MLPCN 106, procasp7 counter 1, CIT2-GFP yeast 91, proCasp3 act 6, AHR act 4, MEP2 TOR yeast 92 and RPL19A-GFP yeast 97.
`O=C(CSc1ccccc1C(=O)O)NCc1ccco1` gave LAP4-GFP MLPCN 74, procasp7 counter -9, CIT2-GFP yeast 93, proCasp3 act -4, AHR act 2, MEP2 TOR yeast 84 and RPL19A-GFP yeast 93.
Screening Cc1noc(C)c1C(=O)OCC(=O)Nc1cc(Cl)ccc1Oc1ccccc1 returned AGP1 TOR yeast 86, LAP4-GFP MLPCN 87, procasp7 counter 12, CIT2-GFP yeast 83, proCasp3 act 4, AHR act -1, MEP2 TOR yeast 87 and RPL19A-GFP yeast 85.
`CCc1ccccc1NC(=O)N1C2CCCC1CC(NC(=O)C(C)(C)C)C2` (configuration not stated) gave AGP1 TOR yeast 104, LAP4-GFP MLPCN 96, procasp7 counter 12, CIT2-GFP yeast 94, proCasp3 act -1, AHR act 2, MEP2 TOR yeast 100 and RPL19A-GFP yeast 103.
For Clc1ccc(CSc2nnc(-c3ccccn3)n2Cc2ccco2)c(Cl)c1 the results were AGP1 TOR yeast 91, LAP4-GFP MLPCN 94, procasp7 counter 4, CIT2-GFP yeast 95, proCasp3 act -4, AHR act 1, MEP2 TOR yeast 92 and RPL19A-GFP yeast 91.
Screening Cc1ccc(NC(=O)CSc2nc3c(c(=O)[nH]2)CCC3)cc1C returned AGP1 TOR yeast 103, LAP4-GFP MLPCN 105, procasp7 counter -5, CIT2-GFP yeast 97, proCasp3 act -3, AHR act 13, MEP2 TOR yeast 106 and RPL19A-GFP yeast 101.
`O=c1cc(O)nc(SCc2ccccc2)n1-c1ccc(F)cc1` gave AGP1 TOR yeast 103, LAP4-GFP MLPCN 98, procasp7 counter 3, CIT2-GFP yeast 97, proCasp3 act 1, AHR act 4, MEP2 TOR yeast 104 and RPL19A-GFP yeast 97.
For CC(=O)NC1C(=O)N(CCN2CCOCC2)c2ccc(C)cc21 (configuration not stated) the results were AGP1 TOR yeast 104, LAP4-GFP MLPCN 103, procasp7 counter -20, CIT2-GFP yeast 104, proCasp3 act -30, AHR act 2, MEP2 TOR yeast 111 and RPL19A-GFP yeast 100.
`COc1ccccc1N1CCN(CCCC(=O)c2ccc(F)cc2)CC1` gave AGP1 TOR yeast 99, LAP4-GFP MLPCN 115, procasp7 counter 9, CIT2-GFP yeast 97, proCasp3 act -1, AHR act 0, MEP2 TOR yeast 102 and RPL19A-GFP yeast 107.
Cc1noc(C)c1COC(=O)COc1cccc2c1OC(C)(C)C2 was read as AGP1 TOR yeast 95, LAP4-GFP MLPCN 104, procasp7 counter 3, CIT2-GFP yeast 93, proCasp3 act 0, AHR act 0, MEP2 TOR yeast 98 and RPL19A-GFP yeast 96.
For CN1CCN(C2=Cc3ccc(Cl)cc3Sc3ccc(F)cc32)CC1 the results were AGP1 TOR yeast 101, LAP4-GFP MLPCN 113, procasp7 counter -5, CIT2-GFP yeast 83, proCasp3 act -2, AHR act -2, MEP2 TOR yeast 102 and RPL19A-GFP yeast 98.
`COc1ccc(CCNC(=O)C(=O)NCC2CCCN2S(=O)(=O)c2cccs2)cc1OC` (configuration not stated) gave AGP1 TOR yeast 113, LAP4-GFP MLPCN 99, procasp7 counter 6, CIT2-GFP yeast 106, proCasp3 act 7, AHR act 1, MEP2 TOR yeast 108 and RPL19A-GFP yeast 105.
Screening Cc1nn(Cc2ccccc2Cl)c(C)c1NC(=O)/C=C/c1cnn(C)c1 returned AGP1 TOR yeast 94, LAP4-GFP MLPCN 97, procasp7 counter 3, CIT2-GFP yeast 96, proCasp3 act -3, AHR act -1, MEP2 TOR yeast 103 and RPL19A-GFP yeast 95.
`CC1(C)CCC(=O)N(c2ccc(OC(F)(F)F)cc2)C1=O` gave AGP1 TOR yeast 98, LAP4-GFP MLPCN 100, procasp7 counter 0, CIT2-GFP yeast 100, proCasp3 act 1, AHR act 0, MEP2 TOR yeast 106 and RPL19A-GFP yeast 109.
COc1ccc(CNC(=O)COC(=O)Cc2ccsc2)cc1 was read as AGP1 TOR yeast 96, LAP4-GFP MLPCN 112, procasp7 counter -9, CIT2-GFP yeast 92, proCasp3 act -8, AHR act 6, MEP2 TOR yeast 103 and RPL19A-GFP yeast 92.
`O=C(O)c1ccc(Nc2ccc3nonc3c2[N+](=O)[O-])cc1` gave AGP1 TOR yeast inconclusive, LAP4-GFP MLPCN 86[may fluoresce violet], procasp7 counter -7, CIT2-GFP yeast inconclusive, proCasp3 act -20, AHR act 2, MEP2 TOR yeast 210*[may fluoresce violet] and RPL19A-GFP yeast 49*[may fluoresce violet].
For CC1CN(C(=O)c2cc3ccccc3oc2=O)CC(C)O1 (configuration not stated) the results were AGP1 TOR yeast 95, LAP4-GFP MLPCN 89, procasp7 counter -3, CIT2-GFP yeast 102, proCasp3 act -10, AHR act 1, MEP2 TOR yeast 99 and RPL19A-GFP yeast 94.
COc1ccc(CN(C)S(=O)(=O)c2nnc(NC(=O)c3ccc(C)cc3)s2)cc1OC was read as AGP1 TOR yeast 102, LAP4-GFP MLPCN 106, procasp7 counter 3, CIT2-GFP yeast 105, proCasp3 act 3, AHR act 2, MEP2 TOR yeast 110 and RPL19A-GFP yeast 108.
COc1ccc2[nH]c3c(=O)n4c(nc3c2c1)SCC4 was read as AGP1 TOR yeast 108, LAP4-GFP MLPCN 117, procasp7 counter -3, CIT2-GFP yeast 98, proCasp3 act 9, AHR act 11, MEP2 TOR yeast 102 and RPL19A-GFP yeast 108.
CC(C)(C)N1CC2([N+](=O)[O-])CN(C(C)(C)C)CC([N+](=O)[O-])(C1)C2 was read as AGP1 TOR yeast 93, LAP4-GFP MLPCN 92, procasp7 counter 1, CIT2-GFP yeast 90, proCasp3 act -6, AHR act -1, MEP2 TOR yeast 89 and RPL19A-GFP yeast 93.
Cc1cc([N+](=O)[O-])ccc1NC(=O)/C=C/c1cccs1 was read as AGP1 TOR yeast 84, LAP4-GFP MLPCN 92, procasp7 counter 4, CIT2-GFP yeast 88, proCasp3 act 10, AHR act 2, MEP2 TOR yeast 101 and RPL19A-GFP yeast 98.

Pulled by structure from the entries so far:
COc1ccc2[nH]c3c(=O)n4c(nc3c2c1)SCC4 was read as AGP1 TOR yeast 108, LAP4-GFP MLPCN 117, procasp7 counter -3, CIT2-GFP yeast 98, proCasp3 act 9, AHR act 11, MEP2 TOR yeast 102 and RPL19A-GFP yeast 108.
`O=c1cc(O)nc(SCc2ccccc2)n1-c1ccc(F)cc1` gave AGP1 TOR yeast 103, LAP4-GFP MLPCN 98, procasp7 counter 3, CIT2-GFP yeast 97, proCasp3 act 1, AHR act 4, MEP2 TOR yeast 104 and RPL19A-GFP yeast 97.
For CC(=O)NC1C(=O)N(CCN2CCOCC2)c2ccc(C)cc21 (configuration not stated) the results were AGP1 TOR yeast 104, LAP4-GFP MLPCN 103, procasp7 counter -20, CIT2-GFP yeast 104, proCasp3 act -30, AHR act 2, MEP2 TOR yeast 111 and RPL19A-GFP yeast 100.
